ATXN viability – viability counter-screen for ATXN expression inhibitors; S2 cells (HEK-293 line with an ATXN2-luciferase reporter) viability, CellTiter-Fluor protease fluorescence, 24 h; Potency, µM (doses to about 56.7 µM), hits mostly cytotoxic; 0.49% of 400,000 active; AID 651635; further: nearly all actives have a fitted effect of over 40% in size
HepG2 tox – kills HepG2 cells in TGF-b inhibitor counter-screen; HepG2 CAGA-GFP viability, ATP luminescence, 18 h; Potency, µM (highest dose often 46.1 µM), for inactives: top-dose activity change, negative = cytotoxicity, hits mostly cytotoxic; 0.76% of 410,000 active; AID 588856; further: some results filed as inactive show a strong effect at the top dose
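CellTiter-Glo luminescence gave cytotoxicity after 18 hours at 37 degrees C. The cells were HepG2 CAGA-GFP in 1% FBS DMEM, stimulated with 500 pg/mL TGF-beta after compound addition. %Activity was normalised to no-cell wells (complete cell-killing) and DMSO (no toxicity), and curves were fitted and classified.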
A549 tox – kills or reduces viability of A549 cells in Nrf2 counter-screen; A549 ARE-Fluc cells, CellTiter-Fluor viability, 18-24 h; Potency, µM (titrated, usually from 46 µM), for inactives: top-dose activity change, negative = cytotoxicity, usual class: inhibitors; 0.16% of 390,000 active; further: on the % scale 0 is the no-effect control and ±100 the full control effect
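Cytotoxicity counterscreen: CellTiter-Fluor fluorescence was measured in A549 ARE_Fluc cells after 18-24 h of compound exposure in a concentration series. The subsequent BugLite luminescent read reports ARE-luciferase activity.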
ATXN2 expr inh – inhibitors of ATXN2 expression; HEK-293 ATXN2-luciferase reporter, luminescence, 24 h; Potency, µM (doses to about 57 µM), inactives show at the highest dose activity change, negative = inhibition, usual class: inhibitors; 0.72% of 360,000 active; further: on the % scale 0 is the no-effect control and ±100 the full control effect; nearly all actives have a fitted effect of over 55% in size
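ATXN2-luciferase reporter cells (luciferase flanked by upstream and downstream ATXN2 gene portions) were treated 24 h at 37 °C with compounds at up to 57 uM. SteadyGlo luminescence gave expression; GF-AFC fluorescence gave viability.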
MCF10A rerep – inducers of DNA re-replication in MCF 10A breast cells; MCF 10A DNA re-replication, Hoechst nuclear intensity, 48 h; Potency, µM (titrated, usually from 46.1 µM), inactives show at the highest dose activity, positive = re-replication, actives largely listed as activators; 2.9% of 350,000 active; AID 624296; further: % of control where 0% means no effect; nearly all actives have a fitted effect of over 50% in size
TGFb inhibitor – blocks TGF-b signaling. HepG2 CAGA-GFP TGF-b/SMAD3 reporter, GFP fluorescence, 18 h; TGF-beta stimulated, 500 pg/mL final. Potency, µM (highest dose often 46.1 µM), inactives show at the top dose activity, negative = inhibition, actives largely listed as inhibitors. 1.2% of 410,000 active. AID 588855; further: on the % scale 0 is the no-effect control and ±100 the full control effect; nearly all actives have a fitted effect of over 65% in size
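Smad-responsive CAGA-GFP expression was quantified in HEPG2 cells exposed to compounds and 500 pg/mL final TGF-beta for 18 h at 37 degrees C; unstimulated wells defined full inhibition.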
EPAC2 antag – antagonists of human EPAC2. Q8WZA2. EPAC2 GEF exchange of Rap1B-BODIPY-GDP, fluorescence. Potency, µM (top dose mostly 114 µM), without a hit: at the top dose activity, negative = inhibition, actives largely listed as inhibitors. 0.18% of 360,000 active; further: on the % scale 0 is the no-effect control and ±100 the full control effect; nearly all actives have a fitted effect of over 45% in size; many of its hits are not listed in these tables
Nrf2 activator – Nrf2 pathway activation. AREc32 ARE-luciferase reporter (MCF7-derived line), luminescence, 24 h. Potency, µM (highest dose often 46.1 µM), for the others: top-dose activation, usual class: activators. 0.31% of 410,000 active; further: % of control where 0% means no effect; nearly all actives have a fitted effect of over 65% in size
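Steps: seed AREc32_Fluc cells (1000/well, 5% FBS OPTI-MEM); incubate overnight at 37 deg C; add 23 nL compound; incubate 24 hr; add Steady-Glo; hold 30 min RT; read luminescence.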
Nrf2 block – Nrf2 pathway inhibition. A549 ARE-Fluc reporter, luciferase luminescence, 18-24 h. Potency, µM (highest dose often 46 µM), without a hit: top-dose activity change, negative = inhibition, most hits filed as inhibitors. 2.1% of 360,000 active; further: on the % scale 0 is the no-effect control and ±100 the full control effect; nearly all actives have a fitted effect of over 60% in size
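A549 ARE_Fluc cells (5000/well, 5% FBS OPTI-MEM) pre-incubated 2 h, then treated with compounds 18-24 h at 37C/5% CO2 in concentration-response. CellTiter-Fluor viability read first; BugLite luciferase luminescence after 15 min at room temperature gives Nrf2 activity.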
Starred values were filed as active, the others as inactive; i = inactive; ? = inconclusive; . = not tested or not shown; [ ] = dose if it differs, or a comment. The call rests on the fitted dose curve; in most records, active means well fitted curve in the direction sought with a large enough effect; inconclusive means small, poorly fitted or top-dose-only effect, or another doubt; inactive means no such curve, though single readings can be large; an effect the other way counts as inactive or inconclusive. Potency means the concentration at half of the fitted maximal effect.

1. COc1cccc(S(=O)(=O)NCc2ccc3c(c2)OCO3)c1
2. Cc1cc(C)c(S(=O)(=O)N2CCN(C(=O)C(C)Cn3nc(C)nc3C)CC2)c(C)c1 (configuration not stated)
3. O=C(c1ccc(Br)cc1)N(Cc1cccs1)c1ccc(F)cc1
4. Cn1cnnc1SCC(=O)Nc1ccc(S(N)(=O)=O)cc1
5. O=[N+]([O-])c1ccc(OCc2nnc(-c3ccccc3)o2)cc1
6. COc1ccccc1C(=O)NCCC(=O)Nc1ncccc1O
7. CCN(CC)CCN(C(=O)c1ccc(CN2CCCCC2)o1)C(C(=O)NC1CCCCC1)c1ccc(F)cc1 (configuration not stated)
8. Cc1ccc(S(=O)(=O)c2ccc(C)cc2)cc1
assay / entry	1	2	3	4	5	6	7	8
ATXN viability	i	i	i	i	i	i	i	i
HepG2 tox	-20.6%	-3.1%	-21.9%	4.7%	2.3%	2.8%	-30.8%	-16.1%
A549 tox	-2.0%	0.2%	11.6%	-2.9%	-1.0%	4.8%	?	-0.9%
ATXN2 expr inh	5.2%	10.4%	-1.0%	.	-1.7%	-10.4%	-24.4%	-6.3%
MCF10A rerep	-2.2%	1.2%	.	-3.2%	-0.8%	-25.6%	-3.5%	4.4%
TGFb inhibitor	2.0%	4.9%	-19.2%	23.2%	0.1%	7.2%	-7.3%	0.6%
EPAC2 antag	2.3%	0.2%	.	21.0%	-0.8%	17.3%	4.3%	0.1%
Nrf2 activator	-0.6%	0.1%	1.3%	-0.7%	-0.9%	0.5%	-0.1%	-0.9%
Nrf2 block	.	2.7%	-13.9%	-9.0%	-5.6%	-2.4%	5.2%	-0.6%

9. Cc1ccccc1-c1nc(CS(=O)(=O)CC(=O)NCCN2CCCC2)c(C)o1
10. COc1ccccc1N1CCN(C2CCCN(C(=O)c3snnc3C)C2)CC1 (configuration not stated)
11. Cc1ccc(-c2cc(C(=O)Nc3cccnc3)c3ccccc3n2)o1
12. CCc1ccccc1NC(=O)c1ccc2c(c1)N(Cc1cc(C)ccc1C)C(=O)c1ccccc1S2(=O)=O
13. O=C(O)CCCN1C(=O)C(=O)/C(=C(/O)c2ccc(Cl)cc2)C1c1ccccc1 (configuration not stated)
14. COc1cccc2cc(/C(=N/O)c3ccc(Br)cc3)oc12
15. Cc1cc(OCCN2CCN(S(=O)(=O)c3ccccc3F)CC2)ccc1C(C)C
16. O=C(Nc1cccc(O)c1)c1cccc(S(=O)(=O)N2CCCC2)c1
assay / entry	9	10	11	12	13	14	15	16
ATXN viability	i	i	i	i	i	?	i	i
HepG2 tox	-29.1%	5.1%	-48.8%	0.9%	3.7%	-69.8%	-31.7%	8.1%
A549 tox	0.6%	-0.6%	3.4%	0.3%	3.8%	-10.0%	11.8%	-0.9%
ATXN2 expr inh	.	3.3%	?	3.0%	1.2%	.	-31.4%	1.5%
MCF10A rerep	-2.1%	-3.9%	0.9%	.	4.6%	?	-2.4%	-6.2%
TGFb inhibitor	-12.2%	-0.6%	-46.8%	17.9%	2.7%	?	?	-8.8%
EPAC2 antag	2.3%	0.7%	-12.6%	.	18.0%	-8.5%	-7.7%	4.7%
Nrf2 activator	0.2%	-0.4%	?	-1.3%	-0.7%	-1.4%	2.0%	3.8%
Nrf2 block	14.5%	9.8%	28.3%	3.9%	14.8%	?	-6.4%	.

17. Nc1ccc(Cl)c(S(=O)(=O)Nc2ccccc2Cl)c1
18. COC(=O)c1cc(NC(=O)c2sc3ncn(Cc4cccc(F)c4)c(=O)c3c2C)cc(C(=O)OC)c1
19. O=C(CSCCO)Nc1cccc([N+](=O)[O-])c1
20. Cc1c(C(=O)N2CCC(C)CC2)c(S(=O)(=O)NCc2ccccc2)c(C)n1C
21. Cc1cc(C(=O)Nc2cccc(O)c2)co1
22. CCOC(=O)C1CCCN(C(=O)C2CCN(c3nnc(-n4cccc4)s3)CC2)C1 (configuration not stated)
23. CCN(CC)c1ccc2cc(-c3nc(-c4cccs4)no3)c(=O)oc2c1
24. CC(=O)c1ccc(NC(=O)CSc2cn[nH]n2)cc1
assay / entry	17	18	19	20	21	22	23	24
ATXN viability	i	i	i	.	i	i	.	i
HepG2 tox	10.4%	6.5%	6.6%	-2.7%	-28.7%	8.8%	-3.9%	-9.8%
A549 tox	0.0%	7.1%	18.2%	-5.7%	1.2%	0.4%	15.6%	6.4%
ATXN2 expr inh	4.0%	9.6%	-7.7%	.	1.6%	2.0%	.	-6.6%
MCF10A rerep	17.5%	.	-11.0%	.	-5.2%	-4.8%	.	10.8%
TGFb inhibitor	32.5%[activator]	-0.8%	0.5%	0.7%	-11.0%	7.2%	63.3%	-4.3%
EPAC2 antag	-0.8%	.	15.5%	.	1.8%	-12.0%	.	7.9%
Nrf2 activator	0.5%	-0.2%	7.4%	0.6%	0.6%	4.4%	7.6%	0.1%
Nrf2 block	9.5%	.	11.6%	.	16.8%	1.2%	?	17.3%

Whole records, looked up by structure. Order of screens: ATXN viability, HepG2 tox, A549 tox, ATXN2 expr inh, MCF10A rerep, TGFb inhibitor, EPAC2 antag, Nrf2 activator, Nrf2 block
CCOC(=O)C1CCCN(C(=O)C2CCN(c3nnc(-n4cccc4)s3)CC2)C1 (configuration not stated) is entered as i, 8.8%, 0.4%, 2.0%, -4.8%, 7.2%, -12.0%, 4.4%, 1.2%
CC(=O)c1ccc(NC(=O)CSc2cn[nH]n2)cc1 is entered as i, -9.8%, 6.4%, -6.6%, 10.8%, -4.3%, 7.9%, 0.1%, 17.3%
O=C(CSCCO)Nc1cccc([N+](=O)[O-])c1 is entered as i, 6.6%, 18.2%, -7.7%, -11.0%, 0.5%, 15.5%, 7.4%, 11.6%

(listing goes on)
25. Cc1nc2sc3c(c2c(=O)o1)CCC3
26. COc1cccc(CNC(=O)CCC2CCCN(C(=O)c3cc4ccccc4o3)C2)c1 (configuration not stated)
27. CCn1c(SCc2nc3ccccc3[nH]2)nnc1-c1cccnc1
28. CCOC(=O)c1c(C)[nH]c(C(=O)CN2C(=O)NC(C)(c3ccc4ccccc4c3)C2=O)c1C (configuration not stated)
29. CSCC[C@H](NC(=O)c1cccnc1)c1nnc2ccccn12
30. COCCCNC(=O)C1c2ccccc2Oc2ccccc21
31. O=C(CCCN1C(=O)CCC1=O)Nc1ccc2c(c1)OCO2
32. COc1cccc(CC2(CO)CCN(Cc3cccn3-c3cccnc3)CC2)c1
assay / entry	25	26	27	28	29	30	31	32
ATXN viability	i	i	i	i	i	i	?	i
HepG2 tox	5.2%	-18.3%	-17.0%	-15.0%	-2.2%	19.3%	8.9%	0.3%
A549 tox	-0.5%	?	-0.2%	-18.6%	-5.6%	-11.8%	-4.7%	3.7%
ATXN2 expr inh	-2.5%	-5.3%	3.1%	4.1%	-1.3%	.	9.9%	-14.7%[11.3 µM]
MCF10A rerep	-4.4%	-3.9%	-2.8%	-1.6%	2.7%	3.5%	-2.5%	-10.4%
TGFb inhibitor	-0.1%	-19.2%	-10.1%	?	-5.3%	0.4%	?	-13.5%
EPAC2 antag	6.8%	-10.1%	0.6%	-7.0%	-3.8%	1.3%	0.5%	-0.9%
Nrf2 activator	0.4%	1.8%	1.9%	2.3%	-0.8%	-0.1%	0.1%	0.0%
Nrf2 block	.	?	.	25.9µM*	4.1%	6.1%	?	2.2%

3 of the entries above in order of the TGFb inhibitor value, high to low:
No. | mol | TGFb inhibitor
4 | Cn1cnnc1SCC(=O)Nc1ccc(S(N)(=O)=O)cc1 | 23.2%
1 | COc1cccc(S(=O)(=O)NCc2ccc3c(c2)OCO3)c1 | 2.0%
30 | COCCCNC(=O)C1c2ccccc2Oc2ccccc21 | 0.4%

The list goes on:
33. CCc1cccc(C)c1NC(=O)CN(C)C1=NS(=O)(=O)c2ccccc21
34. COc1cccc(C(=O)Nc2cc3c(cc2N2CCOCC2)n(C)c(=O)n3C)c1
35. Cn1nc(C(F)(F)F)c2cc(C(=O)NC3CC3)sc21
36. CN(C)CCN1C(=O)CCC2(C)C1=CCC1C2CCC2(C)C1CCC2(C)O (configuration not stated)
37. CN(CC(=O)Nc1ccc(F)cc1)C(=O)c1cc(-c2ccco2)nc2ccccc12
38. CCC(C(=O)OCC(=O)N(CCOC)c1c(N)n(Cc2ccccc2)c(=O)[nH]c1=O)c1ccccc1 (configuration not stated)
39. CN(Cc1cccnc1)Cc1cn(C)nc1-c1ccc(Oc2ccccc2)cc1
40. COc1c(C)cccc1C(=O)Nc1ccc(N2CCOCC2)c(Cl)c1
assay / entry	33	34	35	36	37	38	39	40
ATXN viability	i	i	i	?	i	i	i	i
HepG2 tox	-7.2%	0.6%	5.9%	-4.9%	-6.3%	12.1%	-24.6%	-18.9%
A549 tox	4.3%	1.4%	-4.4%	2.6%	-5.5%	-2.0%	1.7%	-3.8%
ATXN2 expr inh	.	-0.2%	1.1%	3.9%	-22.4%	6.1%	-22.3%	69.2%[activator]
MCF10A rerep	1.3%	-2.4%	3.4%	9.9%	-17.3%	-1.8%	-19.3%	-1.1%
TGFb inhibitor	-2.5%	14.6%	-2.5%	17.8%	0.2%	12.3%	-13.6%	2.0%
EPAC2 antag	-0.9%	5.3%	5.1%	4.1%	-1.4%	7.1%	-0.5%	-5.1%
Nrf2 activator	-0.1%	0.1%	3.2%	-0.8%	17.5%	-0.6%	1.9%	0.2%
Nrf2 block	-17.4%	10.1%	-19.1%	21.2%	-2.7%	-1.5%	-18.2%	?

41. Cc1cccc(C(C#N)c2nc3ccccc3nc2C(F)(F)F)c1 (configuration not stated)
42. CCc1nc(C)cn1S(=O)(=O)c1cc([N+](=O)[O-])ccc1Cl
43. COc1ccc2c(C)cc(=O)[nH]c2c1
44. C/C(=N\OC(=O)c1ccc(Cl)c(Cl)c1)c1sc(C)nc1C
assay / entry	41	42	43	44
ATXN viability	i	?	i	i
HepG2 tox	-23.2%	-13.1%	1.8%	-2.3%
A549 tox	19.8%	-12.2%	-7.3%	-2.9%
ATXN2 expr inh	-6.2%	?	54.1%[activator]	2.6%
MCF10A rerep	4.3%	6.51µM*	-2.3%	17.5%
TGFb inhibitor	-17.8%	?	5.5%	8.1%
EPAC2 antag	-6.9%	0.5%	28.5%	8.5%
Nrf2 activator	0.3%	26.4%	0.6%	0.1%
Nrf2 block	2.2%	0.5%	?	.

Screening results as filed in PubChem.

The list is partial; the hit share may differ from the screen's.
